a7 integrin act = activates integrin-mediated alleviation for muscular dystrophy | alpha7betagal myoblasts, beta-gal FDG fluorescence, 48 h | Potency, µM (series often up to 38.3 µM), for the others: at the highest dose activation, usual class: activators | hit rate 0.064% among 350,000 | AID 624291; active = well fitted activation curve with a large enough effect;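 also: 100% = response of the positive control SU9516; nearly all actives have a fitted effect of over 60% in size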
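Alpha7betagal+/- myoblasts (passage 13) were plated 16-24 hr, then exposed to compounds (1:260 dilution of DMSO stock) for 48 hours at 37C. After MPER lysis, β-galactosidase reporter activity was read as FDG fluorescence (ex 480/em 540) after 30 minutes.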
Starred values were filed as active, the others as inactive; [ ] = dose if it differs, or a comment. Potency is read from the fitted curve at half-maximal effect. Some of the compounds tested (hit frequency here may not be typical).

SMILES	a7 integrin act
O=S(=O)(NC1CCc2ccccc21)c1ccccc1 (stereo not drawn)	-14%
CC(=O)N1C[C@H]2CON(C)[C@H]2C[C@H]1c1ccc(-c2cccnc2)cc1	16%
C#CCN(C[C@@H]1[C@@H](OC(=O)NCC2CCCCC2)[C@@H](OC(=O)NCC2CCCCC2)Cn2c(=O)ccc(=O)n21)S(=O)(=O)c1ccc(C)cc1	-64%[inhibitor]
CCCCN1C(=O)C(CC(=O)NCc2cccc3ccccc23)CC(C(=O)N(CC)CC)=C1C (stereo not drawn)	-4%
COc1ccc(OC)c(NS(=O)(=O)c2ccc3[nH]c(=O)[nH]c3c2)c1	9%
COc1ccc(CN(C)C(=O)C2CC(=O)N(c3ccc4c(c3)OCCO4)C2)cc1 (stereo not drawn)	2%
C[C@H]1CN([C@@H](C)CO)C(=O)CCCn2cc(nn2)CO[C@@H]1CN(C)S(=O)(=O)c1ccc(-n2cccn2)cc1	-12%
CCC/C=C/c1ccc(CN2C(C)C(=O)N(Cc3cn(Cc4ccco4)nn3)CCS2(=O)=O)cc1 (stereo not drawn)	-6%
COc1ccccc1C1SCCN1S(=O)(=O)c1ccccc1 (stereo not drawn)	9%
Cc1cc(C)c(S(=O)(=O)c2ccc(F)cc2)c(C)c1	0%

In the list so far, these have four or more nitrogen atoms:
SMILES	a7 integrin act
C#CCN(C[C@@H]1[C@@H](OC(=O)NCC2CCCCC2)[C@@H](OC(=O)NCC2CCCCC2)Cn2c(=O)ccc(=O)n21)S(=O)(=O)c1ccc(C)cc1	-64%[inhibitor]
C[C@H]1CN([C@@H](C)CO)C(=O)CCCn2cc(nn2)CO[C@@H]1CN(C)S(=O)(=O)c1ccc(-n2cccn2)cc1	-12%
CCC/C=C/c1ccc(CN2C(C)C(=O)N(Cc3cn(Cc4ccco4)nn3)CCS2(=O)=O)cc1 (stereo not drawn)	-6%

Later entries:
SMILES	a7 integrin act
O=C(C1CCCCC1)N1C[C@H](n2cc(-c3ccc(F)cc3)nn2)[C@@H](O)C[C@@H]1c1ccc(Cl)cc1	-61%[inhibitor]
Cc1cc(=O)n(Nc2ccccc2)c(O)c1C#N	-14%
CN(C)CC(=O)Nc1ccc2c(c1)[C@H]1C[C@H](CC(=O)NCc3ccc4c(c3)OCO4)O[C@H](CO)[C@H]1O2	-10%
O=[N+]([O-])c1ccc2cccnc2c1	-3%
COc1ccc(C(=O)C2CCCN(C(=O)c3csc(SC)n3)C2)cc1F (stereo not drawn)	0%
Cc1ccc(S(=O)(=O)N2C[C@H]3[C@H]4C(=O)N(c5ccccc5)C(=O)[C@H]4C[C@H](OC(=O)NCc4ccco4)[C@@]3(O)C2)cc1	-2%
CCOC(=O)C=Cc1ccc(C(=O)OCC)[nH]1	-34%
CSc1nc(=O)[nH]nc1Sc1ccccc1	-9%
CCCC(C(=O)NC(C)(C)C)N(Cc1ccccc1)C(=O)c1snc(C(N)=O)c1N (stereo not drawn)	-13%
CC(CC(=O)c1ccccc1)=NCC(O)CN=C(C)CC(=O)c1ccccc1 (stereo not drawn)	-7%

Taken from above:
For a7 integrin act, CSc1nc(=O)[nH]nc1Sc1ccccc1 has -9%
For a7 integrin act, CCOC(=O)C=Cc1ccc(C(=O)OCC)[nH]1 has -34%

7 entries picked at random from those above, as already listed:
SMILES	a7 integrin act
CSc1nc(=O)[nH]nc1Sc1ccccc1	-9%
COc1ccc(C(=O)C2CCCN(C(=O)c3csc(SC)n3)C2)cc1F (stereo not drawn)	0%
O=S(=O)(NC1CCc2ccccc21)c1ccccc1 (stereo not drawn)	-14%
CN(C)CC(=O)Nc1ccc2c(c1)[C@H]1C[C@H](CC(=O)NCc3ccc4c(c3)OCO4)O[C@H](CO)[C@H]1O2	-10%
C[C@H]1CN([C@@H](C)CO)C(=O)CCCn2cc(nn2)CO[C@@H]1CN(C)S(=O)(=O)c1ccc(-n2cccn2)cc1	-12%
Cc1cc(=O)n(Nc2ccccc2)c(O)c1C#N	-14%
CC(=O)N1C[C@H]2CON(C)[C@H]2C[C@H]1c1ccc(-c2cccnc2)cc1	16%

Following part:
SMILES	a7 integrin act
COc1ccc(N2c3ccccc3CN(Cc3ccccc3)[C@@H](C)[C@H]2Cc2cccnc2)cc1	-34%
C[C@@H]1CN([C@@H](C)CO)C(=O)c2cc(Br)cnc2O[C@H]1CN(C)C(=O)c1ccccc1F	6%
COc1ccc([N+](=O)[O-])cc1NC(=O)COC(=O)C12CC3CC(CC(O)(C3)C1)C2	-14%
O=C(C[C@@H]1C[C@@H]2c3cc(NC(=O)C4CCOCC4)ccc3O[C@@H]2[C@H](CO)O1)NCc1ccccn1	-7%
Cc1cccc(C)c1NC(=O)CNC(=O)CNC(=O)c1ccc2ccccc2c1	10%
Cc1ccc(OC(C)C(=O)N2CCc3ccccc32)c([N+](=O)[O-])n1 (stereo not drawn)	-12%
C[C@@H]1CN([C@H](C)CO)C(=O)c2cc(Br)cnc2O[C@@H]1CN(C)C(=O)NC1CCCC1	20%
CCOC(=O)N1CCN(S(=O)(=O)N2CCCC(C(=O)NCc3ccccc3OCC)C2)CC1 (stereo not drawn)	20%
COc1ccc(CN2CCC[C@]3(N[C@H](c4ccccc4)[C@@H]4C(=O)N(C)C(=O)[C@@H]43)C2=O)cc1	2%
Cc1cc(C)cc(NC(=O)C2COc3ccccc3O2)c1 (stereo not drawn)	5%
O=C(CN1CCN(C(=O)c2ccc(-c3nc4ccccc4s3)o2)CC1)Nc1cccc(F)c1	-4%
COc1cccc(-c2cc(C(=O)O)c3cc4ccccc4cc3n2)c1OC	16%
S=C(NCCc1ccccc1)N1CCC2CC1c1c(Cl)cccc12 (stereo not drawn)	-8%
O=C(CSc1nnc2ccc(-c3ccccn3)nn12)Nc1cccc(F)c1	12%
Cc1ccc(S(=O)(=O)N2C[C@H]3N(C(=O)OC(C)C)N(C(=O)OC(C)C)C[C@H](OC(=O)NCc4ccccc4F)[C@@]3(O)C2)cc1	-8%
COc1cccc(COC(=O)CSCC(=O)Nc2ccc(C)cc2)c1OC	9%
C[C@H]1CN([C@@H](C)CO)S(=O)(=O)c2ccc(Br)cc2O[C@H]1CN(C)Cc1ccccc1F	0%
Cc1ccn2c(Cc3ccccc3)c(-c3ccc(Br)cc3)nc2c1	-5%
CCCCN1C(=O)C(CC(=O)NCCc2ccccn2)CC(C(=O)N(C)C)=C1C (stereo not drawn)	-2%
O=C(COC(=O)c1cc(S(=O)(=O)N2CCCCC2)ccc1Cl)NC1CCCCC1	5%
O=C1NCCCC1(c1ccccc1)c1ccccc1	0%
Cc1ccccc1-c1ccc2c(c1)O[C@H](CN(C)C(=O)C1CC1)[C@@H](C)CN([C@@H](C)CO)S2(=O)=O	32%
COc1ccc(NC(=O)COC(=O)C2COc3ccccc3O2)cc1OC (stereo not drawn)	10%
Cc1nc(N/N=C/c2cccc([N+](=O)[O-])c2)cc(N2CCCCC2)n1	11%
O=C1NN=C2CCCCCCC12 (stereo not drawn)	15%
O=C(OCc1cn([C@H]2CN(C(=O)c3cccs3)[C@@H](c3ccccc3)C[C@@H]2O)nn1)c1ccccc1	25%
CN(CCCn1cnc2c(OCc3ccccc3)ncnc21)Cc1ccco1	10%
CC1=C(C(=O)N2CCOCC2)CC(CC(=O)NCCCCc2ccccc2)C(=O)N1CCCN1CCCC1=O (stereo not drawn)	1%
CCSC1C(=O)N(C)C(SCC)C(=O)N1C (stereo not drawn)	11%
COc1cccc(C#Cc2ccc3c(c2)O[C@@H](CN(C)C(=O)c2ccccn2)[C@@H](C)CN([C@H](C)CO)S3(=O)=O)c1	-27%
COc1ccccc1N1CCCSC1=Nc1ccccc1	-16%
CC(C)CN1C(=O)C(=O)N(CC(=O)NCCCc2ccccc2)C1=O	-2%
COc1cc2nc3n(c(=O)c2cc1OC)-c1cc2ccccc2cc1C(=O)NC3Cc1ccccc1 (stereo not drawn)	-2%
Cn1c2ccccc2c(=O)c2ccc(Cl)cc21	-15%
CCCCCCN1C[C@H](O)[C@@H](n2cc(COC(=O)c3ccccc3)nn2)C[C@@H]1c1ccc(Cl)cc1	38%
C[C@H](CO)N1C[C@H](C)[C@H](CN(C)Cc2ccccc2)Oc2ncc(Br)cc2C1=O	14%
COc1ccc(CN(C)C[C@H]2OCc3cnnn3CCCC(=O)N([C@H](C)CO)C[C@@H]2C)cc1	26%
CCCCCC(=O)N1C[C@@H](n2cc(C3CC3)nn2)[C@H](O)C[C@@H]1c1ccc(Cl)cc1	9%
Cc1ccc(S(=O)(=O)N2CCOCC2)cc1NC(=O)COC(=O)COc1ccc(C#N)cc1	3%
COc1ccccc1CNC(=O)COC(=O)Cn1cnc2c1c(=O)n(C)c(=O)n2C	0%
Cc1ccc(C(=O)Nc2ccncc2)cc1S(=O)(=O)N1CCCCC1	21%
COc1ccccc1NC(=O)C(CC(=O)O)Cc1cc(C)cc(C)c1 (stereo not drawn)	-10%
O=C(NCc1ccccc1C(F)(F)F)c1cccc2c1C(=O)c1ccc(N3CCC(N4CCCCC4)CC3)cc1S2(=O)=O	-60%[inhibitor]
CSc1nc(N)c(C(=O)N(c2ccccc2)c2ccccc2)s1	7%
COc1ccccc1N1CCN(C(=O)[C@@H]2CCCN2C2=NS(=O)(=O)c3ccccc32)CC1	1%
Cc1nc2sccn2c(=O)c1S(=O)(=O)NCC1CCN(Cc2ccc(Cl)cc2)CC1	-32%
CCOc1ccc(/C=N/Nc2cc(N3CCOCC3)ncn2)c(O)c1	-27%
CN(C)C(CNC(=O)c1cc(Br)c(Br)s1)c1ccco1 (stereo not drawn)	-20%
CCCC#Cc1cnc2c(c1)C(=O)N([C@H](C)CO)C[C@@H](C)[C@@H](CN(C)C(=O)Nc1cccc(F)c1)O2	1%
CCN1C(=O)CSC1=Nc1ccc(C(=O)OC)cc1	-5%
Next results follow:
SMILES	a7 integrin act
CCN1C(=O)[C@H]2[C@@H](c3ccc(C)cc3)N[C@]3(CCCN(Cc4ccc(OC)cc4)C3=O)[C@H]2C1=O	10%
CN(N=Nc1ccccc1C(=O)O)C1CCCCC1	7%
CC1=C(C(=O)Nc2cc(C(=O)NCc3ccccc3)ccc2C)SCCO1	6%
CCc1noc(C)c1C(=O)N1CCCC(Nc2cccc(F)c2)C1 (stereo not drawn)	10%
O=C(OCc1cn([C@H]2CN(C(=O)C3CCCCC3)[C@@H](c3ccc(Cl)cc3)C[C@@H]2O)nn1)c1ccccc1	-7%
CCCc1c(C)nc2scc(-c3ccc(Cl)cc3)n2c1=O	9%
Nc1ccc2c(Cl)cc(Cl)cc2c1	0%
COCC(=O)Nc1ccc(S(=O)(=O)Nc2onc(C)c2C)cc1	-19%
CCOC(=O)C1CC(=NO)c2ccc(OC)c(OC)c2C1 (stereo not drawn)	0%
CN(C)S(=O)(=O)Nc1ccc(Cc2ccncc2)cc1	15%

In another format: four of the compounds above.
O=C(CSc1nnc2ccc(-c3ccccn3)nn12)Nc1cccc(F)c1
  a7 integrin act = 12%
CCOc1ccc(/C=N/Nc2cc(N3CCOCC3)ncn2)c(O)c1
  a7 integrin act = -27%
CC(CC(=O)c1ccccc1)=NCC(O)CN=C(C)CC(=O)c1ccccc1 (stereo not drawn)
  a7 integrin act = -7%
CCCCCC(=O)N1C[C@@H](n2cc(C3CC3)nn2)[C@H](O)C[C@@H]1c1ccc(Cl)cc1
  a7 integrin act = 9%

New compounds follow.
SMILES	a7 integrin act
C[C@H](CO)N1C[C@H](C)[C@H](CN(C)C(=O)c2ccccc2)OCc2cnnn2CCCC1=O	-17%
C[C@@H]1CN([C@@H](C)CO)C(=O)CCCn2nncc2CO[C@H]1CN(C)C(=O)Nc1ccc(-c2cccs2)cc1	-13%
CC1=C(C(=O)Nc2cccc(C(=O)NCC(C)c3ccccc3)c2)SCCO1 (stereo not drawn)	1%
C[C@@H]1CN([C@H](C)CO)C(=O)c2c(c3ccccc3n2C)-c2ccccc2CO[C@H]1CN(C)C(=O)c1cc(Cl)cc(Cl)c1	-41%
O=C(OCc1cn([C@H]2CN(Cc3cccs3)[C@@H](c3ccc(Cl)cc3)C[C@@H]2O)nn1)c1ccccc1	-17%
COC(=O)N(C)C[C@@H]1OCc2cn(nn2)CCCC(=O)N([C@@H](C)CO)C[C@H]1C	9%
Cc1cccc(C(=O)OCC(=O)N2c3ccccc3CC2C)c1C (stereo not drawn)	8%
COc1ccc(NC(=O)C[C@H]2C(=O)N(c3ccc(OC)cc3)C[C@@H]2CSC)cc1	11%
CC(NC(=O)c1ccc(Cl)c(S(=O)(=O)NC2CC2)c1)c1ccco1 (stereo not drawn)	14%
COC(=O)CCN1CCC2CC1c1cc(N3CCCCC3)ccc12 (stereo not drawn)	15%
CCN(CC)C(=O)C1=C(C)N(Cc2ccc(C(C)(C)C)cc2)C(=O)C(CC(=O)NC2CCCC2)C1 (stereo not drawn)	-19%
O=C(Nc1cccc(C(=O)O)c1)/C(=C\c1ccc2c(c1)OCO2)NC(=O)c1ccccc1Br	7%
Cc1cc(C)n2nc(C(=O)OCC(=O)Nc3ccc(Cl)cc3)nc2n1	-8%
CC(C)OCCCNC(=S)N1CCC(C(=O)c2ccc(F)cc2)CC1	0%
O=C(CCNC(=O)N1CC(=O)Nc2ccccc21)NCc1ccccc1	-6%
Cc1ccc(C)c(C(=O)OCC(=O)NC(=O)NCc2ccccc2)c1	-3%
Cc1cc(C)c(S(=O)(=O)N(C)CC(=O)N2CCCC2)c(C)c1	1%
Cc1ccc(Cc2c(-c3ccc(Cl)cc3)nc3ccc(Br)cn23)cc1	-8%
Cc1cc(/C=C(\C#N)C(=O)OCC(=O)N(C)c2c(N)n(Cc3ccccc3)c(=O)[nH]c2=O)c(C)n1CC(C)C	-3%
COc1ccc(OCC(=O)Nc2ccc3c(c2)nc(CCN2CCN(c4ccccn4)CC2)n3C)cc1	-26%
Cc1ccc(NC(=O)Cn2sc3ccccc3c2=O)cc1	-59%[inhibitor]
CCCCCCN1C[C@H](O)[C@@H](n2cc(C3CC3)nn2)C[C@@H]1c1ccc(C)cc1	-15%
CNC(=O)C[C@H]1C(=O)N(c2ccccc2)C[C@@H]1C	9%

Assay outcomes: PubChem BioAssay, National Center for Advancing Translational Sciences (NCATS)
